DAT uptake mod = modulates human dopamine transporter uptake under cocaine; Q01959; LLC-PK1 hDAT cells, [14C]-dopamine uptake with cocaine IC80; actives deviate in either direction; B-score at 10 µM; actives 1.3% (n = 110,000); AID 449768;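 active = Z score or B-score, a plate-position-corrected score, falls beyond the plate's 99.7% confidence bounds, in either direction; inactive = both scores lie inside the 99.7% bounds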;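 note: scored against the spread of the other compound wells on the same plate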
Target sequence (Q01959 whole entry, looked up): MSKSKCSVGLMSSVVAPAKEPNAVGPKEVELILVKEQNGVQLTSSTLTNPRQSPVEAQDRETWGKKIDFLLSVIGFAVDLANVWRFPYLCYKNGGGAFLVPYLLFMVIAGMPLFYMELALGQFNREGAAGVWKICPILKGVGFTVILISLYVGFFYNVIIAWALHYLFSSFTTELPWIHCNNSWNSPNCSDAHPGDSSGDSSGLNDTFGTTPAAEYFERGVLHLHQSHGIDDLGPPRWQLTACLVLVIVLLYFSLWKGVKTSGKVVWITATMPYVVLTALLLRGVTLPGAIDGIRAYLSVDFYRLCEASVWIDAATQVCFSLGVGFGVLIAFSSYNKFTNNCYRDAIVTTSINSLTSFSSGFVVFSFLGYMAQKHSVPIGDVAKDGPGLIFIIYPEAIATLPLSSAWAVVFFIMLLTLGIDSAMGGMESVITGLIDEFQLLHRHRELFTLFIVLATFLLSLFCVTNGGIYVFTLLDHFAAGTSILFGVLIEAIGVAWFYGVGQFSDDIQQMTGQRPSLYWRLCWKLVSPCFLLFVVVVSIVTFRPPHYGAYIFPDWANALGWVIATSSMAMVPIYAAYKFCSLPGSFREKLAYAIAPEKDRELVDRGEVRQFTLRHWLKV
Numbers without * were called inactive. The list is partial; rates above refer to the full screens.

DAT uptake mod,SMILES
-0.24,C=C1CCN([C@H](C(=O)OCc2cccc(C)c2)C(C)C)S(=O)(=O)c2ccccc21
0.76,Cc1ccc2c(c1)COc1c3ccc(C(=O)N4CCCCC4)cc3nn1-2
-0.76,Brc1ccccc1-n1nnc(-c2nccs2)n1
-0.55,CC(C)Cn1c(=O)n(C)c(=O)c2[nH]cnc21
0.17,COc1c2c(cc3oc(=O)ccc13)OC(C)(C)C=C2
0.19,COc1cc(OC)c2c(C)cc(=O)oc2c1C(CCN1CCOCC1)c1ccc(N(C)C)cc1 (stereo not drawn)
-1.1,CC(O)[C@@H](C(=O)N1CCNCC1)n1cc(CCCCN)nn1 (stereo partly drawn)
1,C=CCOC(=O)C1=C[C@H](c2csc3ccccc23)C[C@H](OCCCCO)O1
-0.25,Cc1ccc(-c2ccc(C(=O)NCc3ccc(Cl)cc3)o2)c2ccccc12
1.7,CC(C)(C)Oc1ccccc1Nc1nc(NCCO)nc(N2CCCC2)n1
-0.47,CC(O)[C@H]1CN=C(N)N1CC(C)(C)C (stereo partly drawn)
1.4,CN1C[C@@H]2C(c3ccc(Cl)nc3)C3(c4ccccc4)CC2(C3)[C@H]1c1ccccc1 (stereo partly drawn)
-1.2,NC(=O)CC(NC(=O)Cc1ccc(Cl)cc1)c1ccc(NC2CCCC2)c([N+](=O)[O-])c1 (stereo not drawn)
-0.65,Cc1ccc(-c2nc3cccnc3s2)cc1NS(=O)(=O)c1cccs1
-0.94,C#CCNC(=O)C1=C[C@@H](C(C)(C)C)C[C@@H](OCc2ccc(CO)cc2)O1
1.1,COc1c(Cl)cc(C(=O)O)cc1Cl
0.02,N[C@@H](CO)c1nnc([C@H](Cc2ccc(O)cc2)NC(=O)C2CCNCC2)o1
-0.42,COC(=O)[C@@]1(Cc2ccccc2)C=C[C@@H](C)N1C(C)=O
2.5*,CCCN1CCC(=O)N([C@H](CSc2ccc(OC)cc2)Cc2ccccc2)CC1
-0.71,O=C(O)c1cc(C2CC2)nc2ccccc12
-0.27,Cc1ccc(COCC(CC(C)C)N2CCN(C(=O)c3cccc(C(F)(F)F)c3)CCC2=O)cc1 (stereo not drawn)
-1.6,CC1(c2nnc(-c3ccc(F)cc3)o2)CC(c2ccccc2)=NO1 (stereo not drawn)
0.24,COC(=O)[C@@]1(Cc2ccc(OC)cc2)[C@H]2c3cc(C(=O)N(C)C)n(Cc4c(CO)[nH]cc(C)c4=O)c3C[C@H]2CN1C(=O)c1ccccc1
0.41,C=CCn1nc(-c2ccccc2)cc1C(=O)OCC
0.028,CC1(C)O[C@H]2OC([C@H](O)CON3C(=O)c4ccccc4C3=O)[C@H](O)[C@H]2O1 (stereo partly drawn)
-0.019,O=C(NCc1ccccc1)C1=C[C@@H](c2ccccc2)C[C@@H](OCc2ccc(CO)cc2)O1
-0.85,COc1ccc([C@@H]2C[C@@H](c3ccccc3)Oc3c(C)ccc(C(C)C)c32)cc1
-1.3,COc1ccc(-c2ccc([C@H]3[C@H]4C=CC[C@@H](C)[C@@H]4C(=O)N3Cc3ccccc3)c(F)c2)cc1OC
0.31,CCCC[C@@H]1CNC(=O)C(=O)N1CCc1cc(C(F)(F)F)cc(C(F)(F)F)c1
0.96,Cc1ccc(SC[C@H](c2ccccc2)N2CCN(C)CCC2=O)cc1
0.005,CCO[C@H]1OC(C(=O)Nc2ccccc2)=C[C@@H](c2ccc(Br)cc2)[C@@H]1CCCO
1.1,Cc1cc(CNC(=O)[C@H](C)[C@@H]2C[C@@]2(C)[C@@H](NC(=O)OCc2ccccc2)c2ccccc2)nn1C
0,CCOC(=O)C(C)Sc1nnc2n1C(C)(C)Cc1ccccc1-2 (stereo not drawn)
1.9,COc1cc(CCCN2C(=O)C(=O)NC[C@H]2Cc2cccc3ccccc23)cc(OC)c1OC
-0.58,CC1CC2C3CCC4=CC(=O)C=CC4(C)[C@@]3(Cl)C(O)CC2(C)C1(O)C(=O)CO (stereo partly drawn)
-0.44,CCCCC(=O)N1C/C=C\C(c2ccc(OC)cc2)N(Cc2ccc(F)cc2)C(=O)[C@H]1Cc1ccccc1 (stereo partly drawn)
0.8,C[C@@H]1NC(=O)c2cc([N+](=O)[O-])cc(I)c2NCCCC[C@@H](C(N)=O)NC(=O)[C@H](CC(N)=O)NC1=O
-1.1,CCCCC1=CC2=C(c3ccco3)C(=O)C(C)(OC(=O)c3ccc(OC)cc3)C(=O)C2=CN1CCc1ccccn1 (stereo not drawn)
-0.25,C/C=C/C=C/C(=O)N1CC2(CC(c3cccc(NC(=O)CCCCC)c3)=NO2)C[C@H]1C(N)=O (stereo partly drawn)
-2.1,COc1cc(O)c(CC=C(C)C)c(O)c1C(=O)CCc1ccc(O)cc1
0.41,COC(=O)c1c(C)[nH]c(C)c1C(=O)c1ccccc1Cc1ccccc1
-0.054,CCC1=C2CC[C@H]3C(=O)N(C)C(=O)[C@H]3[C@H]2[C@@]2(Cc3ccccc3)C(=NCC(=O)OC)OC(=O)N2C1=O
0.75,COc1cc(NC(=O)c2ccno2)cc(C(=O)Nc2cccc(C(F)(F)F)c2)c1
2.1,O=C(C1=C[C@H](c2ccc3c(c2)OCO3)C[C@H](OCCCCO)O1)N1CCN(Cc2ccccc2)CC1
-0.74,COC(=O)[C@@H]1C[C@H]1[C@@H](NC(=O)c1ccccc1)c1ccccc1
-0.71,CC(C)CC(N)c1cn([C@@H](CCC(=O)O)C(=O)N2CCNCC2)nn1 (stereo partly drawn)
-0.24,COC(=O)c1cc(=O)n(Cc2ccco2)c(=Nc2ccc(F)cc2)s1
-0.16,COc1cc(OC)c2ccc(=O)oc2c1C(CC(=O)N1CCOCC1)c1ccc2c(c1)OCO2 (stereo not drawn)
0.16,COc1ccc(-c2oc3ccc(N4CCOCC4)cc3c2C#Cc2ccc(N)cc2)cc1
0.89,COc1cc(CCCN2C(N)=NC[C@@H]2c2ccccc2)cc(OC)c1OC
0.39,CCN=C(NCC)SC1CC(=O)N(c2ccc(F)cc2)C1=O (stereo not drawn)
-0.18,CCOC(=O)c1ccc(NC(=O)c2c(N)n(C)c(=O)[nH]c2=O)cc1
-0.017,CCC(=O)N1CCC2(CC1)Oc1ccc(Cl)cc1C(=O)C21CC(c2ccc(Cl)cc2)=NO1 (stereo not drawn)
-1,COC(=O)CCC(=O)OC1(C)C(=O)C=C2C=C(C3CC3)N(CCCCO)C=C2C1=O (stereo not drawn)
-0.2,O=C(NCCc1ccccc1)C(=O)c1c(-c2ccccc2)[nH]c2ccccc12
0.0099,CCCCCC(=O)Nc1cccc(C2=NOC3(C2)C[C@@H](C(N)=O)N(C(=O)CC(c2ccccc2)c2ccccc2)C3)c1 (stereo partly drawn)
0.031,O=C1NC[C@@H](Cc2ccc(O)cc2)N(CC2CCCCC2)C1=O
0.31,COc1ccc(CNC(=O)C2CC(c3ccccc3C(F)(F)F)=NO2)cc1 (stereo not drawn)
1.1,CCO[C@H]1OC(C(=O)NCc2ccccc2)=C[C@@H](c2cn(C(C)=O)c3ccccc23)[C@@H]1CCCO
0.28,CC1=CC(c2ccc(Cl)cc2)n2ncnc2N1 (stereo not drawn)

Reformatted: entries from further up.
molecule	DAT uptake mod
CCO[C@H]1OC(C(=O)Nc2ccccc2)=C[C@@H](c2ccc(Br)cc2)[C@@H]1CCCO	0.005
Cc1cc(CNC(=O)[C@H](C)[C@@H]2C[C@@]2(C)[C@@H](NC(=O)OCc2ccccc2)c2ccccc2)nn1C	1.1
CCOC(=O)C(C)Sc1nnc2n1C(C)(C)Cc1ccccc1-2 (stereo not drawn)	0
COc1cc(CCCN2C(=O)C(=O)NC[C@H]2Cc2cccc3ccccc23)cc(OC)c1OC	1.9
CC1CC2C3CCC4=CC(=O)C=CC4(C)[C@@]3(Cl)C(O)CC2(C)C1(O)C(=O)CO (stereo partly drawn)	-0.58
CCCCC(=O)N1C/C=C\C(c2ccc(OC)cc2)N(Cc2ccc(F)cc2)C(=O)[C@H]1Cc1ccccc1 (stereo partly drawn)	-0.44
C[C@@H]1NC(=O)c2cc([N+](=O)[O-])cc(I)c2NCCCC[C@@H](C(N)=O)NC(=O)[C@H](CC(N)=O)NC1=O	0.8
CCCCC1=CC2=C(c3ccco3)C(=O)C(C)(OC(=O)c3ccc(OC)cc3)C(=O)C2=CN1CCc1ccccn1 (stereo not drawn)	-1.1
C/C=C/C=C/C(=O)N1CC2(CC(c3cccc(NC(=O)CCCCC)c3)=NO2)C[C@H]1C(N)=O (stereo partly drawn)	-0.25
COc1cc(O)c(CC=C(C)C)c(O)c1C(=O)CCc1ccc(O)cc1	-2.1
COC(=O)c1c(C)[nH]c(C)c1C(=O)c1ccccc1Cc1ccccc1	0.41
CCC1=C2CC[C@H]3C(=O)N(C)C(=O)[C@H]3[C@H]2[C@@]2(Cc3ccccc3)C(=NCC(=O)OC)OC(=O)N2C1=O	-0.054
COc1cc(NC(=O)c2ccno2)cc(C(=O)Nc2cccc(C(F)(F)F)c2)c1	0.75
O=C(C1=C[C@H](c2ccc3c(c2)OCO3)C[C@H](OCCCCO)O1)N1CCN(Cc2ccccc2)CC1	2.1

The listing continues.
DAT uptake mod,SMILES
0.6,CCCCNc1ccc(C(CC(N)=O)NC(=O)c2ccccc2)cc1[N+](=O)[O-] (stereo not drawn)
1.5,COc1ccc(C(CC(=O)N2CCN(c3ccccc3)CC2)c2c(OC)cc(OC)c3ccc(=O)oc23)cc1 (stereo not drawn)
-0.34,CC(C)C[C@H](NC(=O)c1nc[nH]c1C(=O)N1CCC(C)CC1)C(=O)OCc1ccccc1
1,COc1cccc(-c2cc(=O)c3cc(NC(=O)c4ccc(Cl)cc4)ccc3[nH]2)c1
0.78,CCOC(=O)[C@@H]1[C@H]2COc3ccccc3[C@@H]2N2C(=O)N(c3ccc(OC)cc3)C(=O)[C@]12C
1.2,CCCNC(=O)C1(CC2CC(c3ccccc3)=NO2)CCN(C(=O)OC(C)(C)C)CC1 (stereo not drawn)
-1.4,COc1ccccc1NC(=S)Nc1cccc(F)c1
1,COc1cc(NC(=O)c2csc(-c3ccncc3)n2)cc(C(=O)Nc2cccc(C(F)(F)F)c2)c1
-0.32,Cc1ccc(S(=O)(=O)n2ccc(OC(=O)c3cccs3)n2)cc1
-0.0058,CCOC(=O)c1ccc(N=c2sc(C(=O)OC)cc(=O)n2-c2ccc(C(=O)OCC)cc2)cc1
0.33,CCCC[C@@H]1CNC(=S)N1CCc1cccc(F)c1
-0.08,O=c1cc(-c2ccc(O)cc2)oc2ccccc12
0.024,C#CCOCCOCCOCCNc1nc(N2CCN(C(=O)Cn3cc(CCCCN)nn3)CC2)nc(N2CCN(C(=O)Cn3cc(CC(C)O)nn3)CC2)n1 (stereo not drawn)
-1.2,O=C1N[C@@H](Cc2cn(S(=O)(=O)c3ccccc3)c3ccccc23)C(=O)N[C@H]1Cc1ccccc1
-1.2,CC[C@]1(O)CC2CN(CCc3c([nH]c4ccccc34)[C@@](C(=O)OC)(c3cc4c(cc3OC)N(C)[C@H]3[C@@](O)(C(N)=O)[C@H](O)[C@]5(CC)C=CCN6CC[C@]43[C@@H]65)C2)C1 (stereo partly drawn)
0.65,COc1ccc(-c2ccc3oc(-c4ccc(OC)cc4)c(-c4ccc(OC)cc4)c3c2)cc1
-0.55,CC(=O)C[C@H]1c2cc(C(F)(F)F)ccc2S(=O)(=O)N1c1ccccc1
-0.74,COC(=O)[C@@H]1C[C@@H]2CC[C@@H](O)C[C@@H]2N1Cc1ccc(N2CCN(C)CC2)cc1
-1,CCO[C@@H]1OC(C(=O)N2CCN(Cc3ccccc3)CC2)=C[C@H](C)[C@H]1CCCO
-1.1,CCCCN(CCCC)CCCNC(=O)C1CC(c2cc(C(F)(F)F)cc(C(F)(F)F)c2)=NO1 (stereo not drawn)
0.087,CS(=O)(=O)N1c2ccccc2[C@]2([C@@]34C[C@H]5C(=O)N[C@@H](Cc6ccccc6)C(=O)N5[C@@H]3N(S(C)(=O)=O)c3ccccc34)C[C@H]3C(=O)N[C@@H](Cc4ccccc4)C(=O)N3[C@H]12
1.5,CC(C)(C)[C@H]1C=C(C(=O)NC2CC2)O[C@@H](OCc2ccc(CO)cc2)C1
-0.058,O=C(O)C(O)c1ccccc1 (stereo not drawn)
0.42,COc1cc(/C=C\C(=O)NCc2ccc3[nH]c(C)cc3c2)cc(OC)c1OC
-0.99,CCO[C@H]1OC(C(=O)N2CCN(C)CC2)=C[C@@H](C2CC2)[C@@H]1CCCO
0.64,O=C1NC[C@@H](Cc2cccc3ccccc23)N(CC2(c3ccccc3)CC2)C1=O
-0.25,S=C(NCc1ccc2[nH]c3c(c2c1)CCCC3)Nc1ccccc1
1.4,C[C@H](NC(=O)c1nc[nH]c1C(=O)N[C@@H](Cc1ccccc1)C(=O)OC(C)(C)C)C(=O)OC(C)(C)C
0.96,COc1ccc(C2/C=C\CN(C(=O)OCc3ccccc3)CC(=O)N2Cc2ccc(F)cc2)cc1 (stereo not drawn)
0.16,Fc1ccccc1-c1nc2c(s1)CCc1onc(-c3ccc(Br)cc3)c1-2
0.037,COC(=O)[C@@H]1C[C@]2(OC(=O)c3ccccc3)C=CC(=O)C[C@@H]2N1C(=O)OCc1ccccc1
0.031,CCO[C@@H]1OC(C(=O)Nc2ccccc2)=C[C@H](c2ccc(C(F)(F)F)cc2)[C@H]1CCCO
-0.29,COC(=O)CNC(=O)C1Nc2ccccc2C2C=CCC12 (stereo not drawn)
0.18,C=CCOC(=O)C1=C[C@H](c2csc3ccccc23)[C@@H](CCCO)[C@H](OCC)O1
1,CCCCCC(=O)Nc1cccc(C2=NOC3(C2)C[C@@H](C(N)=O)N(C(=O)c2ccc(Cl)cc2)C3)c1 (stereo partly drawn)
0.27,Fc1ccc(-n2nnc(-c3ccnc4ccccc34)n2)cc1
0.5,CCOC(=O)C1=C(C)N(C)C(=O)NC1c1cccc([N+](=O)[O-])c1 (stereo not drawn)
-0.44,CNC(=O)[C@@]1(C)C=C[C@@H](Cc2ccccc2)N1C(=O)OC
0.1,CCC1(CC)C(=O)Nc2ccccc21
-2.5*,COc1ccc(C[C@H]2CN3C(=NC[C@@H]3Cc3ccc(O)cc3)N2CCNC(=O)c2ccc(C)c(Br)c2)cc1
-0.38,COC(=O)C1=C(C(=O)OC)[C@@H]2N(C)c3ccc(OC)cc3[C@@]23C[C@@H](C(=O)OC)N(C(=O)NCCBr)C3=N1
-1.3,O=C(Cc1ccccc1)N[C@@H](Cc1ccc(O)cc1)C(=O)O
-0.29,NC(=O)[C@@H]1CC2(CC(c3cccc(NC(=O)CC(c4ccccc4)c4ccccc4)c3)=NO2)CN1C(=O)COc1ccc(Cl)cc1 (stereo partly drawn)

High-throughput results from PubChem.
